Source: PubChem BioAssay
RAD54 branch: inhibitors of human RAD54 branch migration, primary screen, biochemical, fluorescence, single point; inhibition, % at 10.4 µM; AID 602329, 2012; RAD54 Holliday junction branch migration, FAM/BHQ fluorescence; hit rate 0.14% among 360,000;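 active = mean normalized replicate activity at least 40 and at least half of replicates scoring 40 or more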;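 also: 0% = median of neutral control wells and 100% = median of positive control wells; inhibitors cause a drop in the FAM fluorescence signal; in these data hits start at about 50%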
PglD DTNB: C. jejuni PglD acetyltransferase inhibitors, primary screen, biochemical, DTNB colorimetric, single point; UDP-N-acetylbacillosamine N-acetyltransferase PglD (Campylobacter jejuni); purified PglD enzyme, DTNB colorimetric CoA detection; inhibition, % at 12.5 µM; hit rate 0.098% among 360,000; in the data active = inhibition above about 16%, passing the limit was not always enough; also: strong numbers were not always called active
miR-122 sensor: miR-122 Renilla sensor signal increase in Huh7, primary screen, miR-122 inhibitor project, cell-based, single point, plate reader; Huh7 miR-122 Renilla luciferase sensor, 48 h; neutral wells = 0, positive control = 100; activation (reporter increase), % at 12.5 µM; hit rate 0.3% among 340,000; AID 602342, 2012;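 active = mean replicate activation score at least 90 and every replicate individually at or above 90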;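 also: higher luciferase means less miR-122 activity so hits act as miR-122 inhibitors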
Cneo AK release: Cryptococcus neoformans cell lysis inducers, primary screen, AK release luminescence, single concentration; lysis activity, % at 15 µM; hit rate 0.2% among 360,000; C. neoformans lysis, adenylate kinase release luminescence, 4 h; normalised: neutral wells 0, clomiphene wells 100; AID 651654, 2012;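 active = mean lysis activity across replicates of at least 80%, whatever share of replicates individually reach that level; inactive = mean lysis activity below 80%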
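Material: C. neoformans cells | Amount: Yeast cell density of 5 × 10^6 cells/mL | Medium: Fresh YPD growth medium | Dosing: Single dose | Times: Static 4 h at 37 °C with compound, 1 h detection | Detection: AK luminescence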
E-selectin induc: E-selectin induction in HUVECs, primary screen, imaging, HUVEC, immunofluorescence imaging, single point; P16581; hit rate 0.37% among 260,000; activation, % at 7.58 µM; normalized: neutral wells 0, TNF-alpha wells 100;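 active = mean E-selectin-positive cell signal at least 10% of the positive control, reached in at least 60% of replicates, without over 20% cell loss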;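 also: in these data hits start at about 27%; measured in HUVEC primary endothelial cells; signal is the percent of cells scored E-selectin positive by PE staining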
Target sequence (P16581 whole entry, looked up): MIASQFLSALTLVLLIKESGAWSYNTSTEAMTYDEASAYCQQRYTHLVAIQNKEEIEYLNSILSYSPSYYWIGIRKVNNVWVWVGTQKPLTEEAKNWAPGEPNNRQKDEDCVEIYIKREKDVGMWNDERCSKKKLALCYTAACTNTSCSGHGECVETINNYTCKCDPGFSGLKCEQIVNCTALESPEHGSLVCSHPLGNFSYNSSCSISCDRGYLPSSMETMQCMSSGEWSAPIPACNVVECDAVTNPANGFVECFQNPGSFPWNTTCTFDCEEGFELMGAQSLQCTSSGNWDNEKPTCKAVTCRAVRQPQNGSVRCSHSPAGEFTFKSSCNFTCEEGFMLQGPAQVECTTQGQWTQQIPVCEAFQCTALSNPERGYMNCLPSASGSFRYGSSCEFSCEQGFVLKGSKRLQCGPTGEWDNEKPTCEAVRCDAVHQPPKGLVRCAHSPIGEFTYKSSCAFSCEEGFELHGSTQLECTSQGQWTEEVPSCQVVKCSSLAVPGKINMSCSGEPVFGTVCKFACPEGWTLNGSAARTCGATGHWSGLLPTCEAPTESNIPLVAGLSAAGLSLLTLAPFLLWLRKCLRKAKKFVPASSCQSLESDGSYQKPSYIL
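assay system = HUVEC, human umbilical vein endothelial cells | input = 3,000 HUVEC seeded per well | medium = EGM-2 growth medium on 0.1% gelatin-coated wells | dosing = one compound dose added by pin transfer | signal = immunofluorescence imaging | read-out basis = % PE-positive cells | control set = TNF-alpha, DMSO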
PGC1a acetyl inh: inhibitors of PGC1a acetylation signal, primary screen, cell-based, U2OS, AlphaScreen, inhibitor mode. inhibition, % at 15.6 µM. hit rate 0.17% among 350,000. AlphaScreen anti-acetyl-lysine; with virally co-expressed GCN5 acetyltransferase;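 active = every replicate shows inhibition of at least 40%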;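 also: 0% = neutral control wells and 100% = positive control wells; some results beyond the cut were filed as inactive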
ERAP1 inh: human ERAP1 aminopeptidase inhibitors, primary screen, biochemical, single point, plate reader. hit rate 0.15% among 340,000. recombinant ERAP1, Leu-AMC fluorescence, 60 min. inhibition, % at 10.7 µM. Endoplasmic reticulum aminopeptidase 1 (Homo sapiens), Q9NZ08. AID 652197, 2013;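 active = mean replicate inhibition of at least 30%, or all replicates individually reaching that 30% level; inactive = mean below 30% and not every replicate reaching it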;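 also: 0% = neutral control wells and 100% = L-leucinethiol positive control wells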
RAD52 inh: RAD52 DNA annealing inhibitors, primary screen, biochemical, FRET, single point, set 2; inhibition, % at 18.7 µM; DNA repair protein RAD52 homolog (Homo sapiens), P43351; hit rate 0.46% among 360,000; recombinant RAD52 DNA annealing, FRET fluorescence;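 active = every replicate showing at least 50% inhibition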
Target sequence (P43351 whole entry, looked up): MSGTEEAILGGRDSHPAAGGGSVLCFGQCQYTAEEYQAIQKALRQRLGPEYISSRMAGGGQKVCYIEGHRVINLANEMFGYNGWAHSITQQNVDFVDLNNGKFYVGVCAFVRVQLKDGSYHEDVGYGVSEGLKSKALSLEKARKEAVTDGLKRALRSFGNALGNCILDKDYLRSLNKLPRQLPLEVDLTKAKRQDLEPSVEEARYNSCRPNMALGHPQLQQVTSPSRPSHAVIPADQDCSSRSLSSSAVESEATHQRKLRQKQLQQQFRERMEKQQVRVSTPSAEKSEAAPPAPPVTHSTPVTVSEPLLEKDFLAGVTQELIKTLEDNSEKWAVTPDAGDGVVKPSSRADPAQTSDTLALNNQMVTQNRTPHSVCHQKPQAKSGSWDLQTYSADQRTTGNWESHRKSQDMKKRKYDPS
* = called active by the depositor; x = not tested or not shown; [ ] = another dose, or the depositor's remark.

#	smiles	E-selectin induc	PGC1a acetyl inh	PglD DTNB	RAD52 inh	Cneo AK release	ERAP1 inh	miR-122 sensor	RAD54 branch
1	O=C1CN(CC(=O)Nc2ccc(SC(F)F)cc2)CCN1	x	-21	7	-11	-1	0	1	-3
2	CC(C)CCNC(=O)c1ccc2c(c1)ncn2C1CCCC1	0.0	-15	x	-4	x	-2	-4	x
3	C[C@@H]1NC(=O)OC1c1ccco1 (some centres not stated)	x	-4	-1	-26	0	-4	-3	7
4	CCCCN(CC)CCNC(=O)c1cn(CCOC)c(=O)c2c1c1ccccc1n2C	14	6	7	-6	-1	-1	-4	6
5	COc1ccccc1/C=C1/C(=O)N(c2ccccc2)N=C1C	-0.1	4	-1	-3	-3	-3	-3	-3
6	Cc1noc(C)c1S(=O)(=O)Nc1ccc2c(c1)C(=O)N([C@@H](C)CO)C[C@@H](C)[C@H](CN(C)S(=O)(=O)c1ccc(F)cc1)O2	-0.2	4	x	x	x	1	-7[16.7 µM]	x
7	COc1ccc([C@H]2C[C@@H](n3cc(C4CC4)nn3)[C@H](O)CN2Cc2cccs2)cc1	x	-6	-3	-30	0	-4	-7	-2
8	COc1ccc2nc(N3CCN(C(=O)C4COc5ccccc5O4)CC3)sc2c1 (configuration not stated)	x	x	-2	-11	-10	-1	x	9
9	COC(=O)c1ccc(NC2=CC(=O)CC(C)(C)C2)cc1	x	-30	-1	x	2	x	-5	-9
10	CCOP(=O)(OCC)C(NC(=O)Nc1cccc(Cl)c1)C(N)=O (configuration not stated)	x	x	2	4	0	-3	1	-2
11	COC(=O)CN(c1ccc(OC)cc1)S(=O)(=O)c1c(C)noc1C	x	3	16	x	-5	x	-2	-3
12	O=C1CSC2(CCCCC2)N1CCO	x	9	9	x	1	x	-1	5
13	CC1CCN(c2ccccc2NC(=S)NC(=O)c2ccc(-c3cccc([N+](=O)[O-])c3)o2)CC1	-1.1	-6	0	x	0	x	-2	2
14	CC(=O)Nc1cccc(S(N)(=O)=O)c1C	1.6	15	x	-9	x	2	x	x
15	CCn1c(COc2cccc3cccnc23)nnc1SCC(=O)O	1.2	1	-4	-10	-5	-1	2	-1
16	CN1[C@@H]2c3ccc(-c4cccc(F)c4)c(=O)n3C[C@H]1[C@H](CO)[C@H]2C(=O)N1CCOCC1	-0.4	6	1	-2	-1	1	1[16.7 µM]	9
17	Cc1ccc(NC(=O)c2cccc(N3C(=O)CCC3=O)c2)nc1	x	8	0	x	-1	x	1	4
18	CC(NC(=O)COC(=O)CNS(=O)(=O)/C=C/c1ccccc1)c1ccccc1 (configuration not stated)	x	-3	-1	-12	0	1	x	-8
19	Nc1nc(CSC(=S)N2CCN(c3ccccc3)CC2)nc(Nc2ccccc2)n1	x	-3	-6	x	3	x	-11	-3
20	CO[C@H]1CN(C)C(=O)c2cc(NC(=O)CC(F)(F)F)ccc2OC[C@@H](C)N(S(=O)(=O)c2cn(C)cn2)C[C@@H]1C	0.8	5	x	-31	x	1	x	x
21	CCC(C)(C)C(=O)Nc1ccc(OC)cc1[N+](=O)[O-]	x	1	x	-8	x	-2	3	x
22	Cc1ccc(S(=O)(=O)N2CCOCC2)cc1NC(=O)CN(C)C1CCS(=O)(=O)C1 (configuration not stated)	2.9	5	x	0	x	3	-7	x
23	Cc1ccc(C)c(OCc2cc(C(=O)N(C)Cc3nccs3)no2)c1	-0.4	-11	0	-13	2	1	-5	6
24	O=S(=O)(c1ccccc1F)N1CCCCN2[C@H](CO)[C@H](c3ccc(-c4cccnc4)cc3)[C@@H]2C1	-0.2	-2	5	-5	-1	x	-5[16.7 µM]	-1
25	CCC1(c2ccccc2)NC(=O)N(CC(=O)Nc2cccc(S(=O)(=O)N3CCCC3)c2)C1=O (configuration not stated)	-0.3	-3	1	-12	-2	2	0	-1
26	O=C(O)c1ccc(/C=C(\c2nc3ccccc3[nH]2)c2nc3ccccc3s2)cc1	x	2	0	-2	-1	5	-2	4
27	Cc1cc(C)nc(NS(=O)(=O)c2ccc(NC(=O)C3CC3)cc2)n1	-0.2	x	-8	-8	1	3	x	-7
28	CN1CCN(C(=O)C[C@@H]2CC[C@H]3[C@@H](COC[C@@H](O)CN3Cc3ccc(Oc4ccccc4)cc3)O2)CC1	0.1	-7	-3	34	-1	1	-7[16.7 µM]	2
29	COc1ccc(-c2cc(C(=O)N3CCOCC3)no2)cc1OC	x	13	-7	x	0	x	10	0
30	COc1ccc(S(=O)(=O)Nc2ccc3c(c2)C(=O)N([C@H](C)CO)C[C@@H](C)[C@H](CN(C)C(=O)Nc2ccc4c(c2)OCO4)OCCCC[C@@H](C)O3)cc1	-0.2	-21	0	-3	2	0	-8[16.7 µM]	-1
31	CCC(=O)c1ccccc1OCCN1CCN(Cc2ccccc2)CC1	0.0	-3	x	-19	x	-1	x	x
32	CCOC(=O)NC(=O)CSc1nnnn1-c1ccc(C)cc1	x	94*	-1	x	-9	x	-6	10
33	CCOC(=O)N1CCN(C(=O)Cc2ccc(-n3c(=O)[nH]c4ccccc4c3=O)cc2)CC1	x	x	0	x	-1	x	-6	-7
34	COc1cccc(-c2cn(CC[C@@H]3CC[C@@H](NS(=O)(=O)Cc4ccccc4)[C@H](CO)O3)nn2)c1	-0.3	-7	-8	-22	0	-6	-2[16.7 µM]	3
35	COc1ccc2c3c([nH]c2c1)[C@@H](CO)N(C(=O)c1cccc(F)c1)CC31CN(C(C)=O)C1	0.1	15	x	-2	x	-1	x	x
36	CS(=O)(=O)N1CCN(c2ccccc2NC(=O)c2ccc(-c3ccc(Br)cc3)o2)CC1	x	-18	-2	x	-2	x	-7	3
37	Cn1c(-c2cccc(F)c2)nc2c1c(=O)[nH]c(=O)n2Cc1ccccc1	x	3	-3	-24	-1	-1	-1	6
38	O=C(COC(=O)c1ccc[nH]c1=O)c1ccc(Cl)s1	x	x	0	x	1	x	6	-8
39	COC(=O)c1ccccc1NC(=S)NC(=O)c1cccc2ccccc12	x	16	-5	x	10	x	-1	0
40	Cc1ccc(C2N(C)c3ccccc3-c3nc4ccccc4n32)o1 (configuration not stated)	x	0	0	x	14	x	14	-2

Brought forward from above: 4 compounds; new compounds follow.
#	smiles	E-selectin induc	PGC1a acetyl inh	PglD DTNB	RAD52 inh	Cneo AK release	ERAP1 inh	miR-122 sensor	RAD54 branch
37	Cn1c(-c2cccc(F)c2)nc2c1c(=O)[nH]c(=O)n2Cc1ccccc1	x	3	-3	-24	-1	-1	-1	6
38	O=C(COC(=O)c1ccc[nH]c1=O)c1ccc(Cl)s1	x	x	0	x	1	x	6	-8
39	COC(=O)c1ccccc1NC(=S)NC(=O)c1cccc2ccccc12	x	16	-5	x	10	x	-1	0
40	Cc1ccc(C2N(C)c3ccccc3-c3nc4ccccc4n32)o1 (configuration not stated)	x	0	0	x	14	x	14	-2
41	CN1C(=O)c2cc(NS(C)(=O)=O)ccc2OC[C@@H]2O[C@@H](CC(=O)O)CC[C@H]21	0.0	6	24	5	83*	-3	2[16.7 µM]	-5
42	CCC(C)C(=O)Nc1c2c(nc3c1CCC3)CCCC2 (configuration not stated)	x	-8	3	x	7	x	-2	0
43	c1coc(-c2nn3c(Cn4nnc5ccccc54)nnc3s2)c1	x	8	-5	x	-3	x	-14	-3
44	COc1cc(OC)c(NS(=O)(=O)c2cc(Br)cnc2N)cc1Cl	x	7	-5	-9	17	-3	x	-1
45	COc1ccc(CC(=O)Nc2ccc(-c3noc(-c4cccc(OC)c4)n3)cc2)cc1	x	-9	2	x	-1	x	-6	-3
46	CC(C)C(=O)Nc1cc(S(=O)(=O)Nc2cccc(Cl)c2)ccc1Cl	2.9	-9	2	-6	1	0	256*	4
47	O=C(NC[C@H]1N[C@H](CO)[C@@H]1c1ccc(-c2ccccc2)cc1)C1CCC1	-0.5	7	4	x	2	x	0[16.7 µM]	1
48	O=C(c1cncc(Br)c1)N1CCN(S(=O)(=O)c2ccc(Cl)cc2)CC1	-0.1	x	3	-17	1	0	-4	5
49	CN1C(=O)c2cc(NC(=O)Cc3ccccc3)ccc2OC[C@H]2O[C@@H](CC(=O)NC3CCC3)CC[C@H]21	-0.1	-9	0	-3	1	1	-32[16.7 µM]	-8
50	COc1ccc(C(=O)Nc2ncc(C)s2)cc1S(=O)(=O)N1CCCC1	11	-37	x	-18	x	0	1	x
51	CC(=O)NC1=NN(C(C)=O)C2(S1)C(=O)N(C(C)C)c1ccc(C)cc12 (configuration not stated)	x	-7	0	x	1	x	17	0
52	O=C1CN(C(=O)c2c(F)cccc2F)C(c2ccccc2)c2cc(Br)ccc2N1 (configuration not stated)	2.6	-14	-10	-3	2	-6	25	-5
53	Cc1cccc(NC(=O)c2ncn3c2C(=O)N[C@@H](C)C3)c1	0.0	x	-5	-19	1	3	-4	10
54	COCCNC(=O)C(c1ccc(C)o1)N(Cc1ccc(OC)cc1)C(=O)Cn1nnc2ccccc21 (configuration not stated)	x	-6	-4	x	2	x	89	2
55	O=C(NC(=S)Nc1ccc(CN2CCOCC2)cc1)c1ccc2c(c1)OCCO2	-0.1	10	4	-20	-1	3	4	6
56	CN(CC(=O)N1CCCC1)S(=O)(=O)c1cccc(Cl)c1	0.2	-8	-4	-5	-1	3	1	-5
57	O=C(NCC1CCCO1)C1CCCN(S(=O)(=O)c2ccc(Cl)cc2)C1 (configuration not stated)	0.0	-7	-3	-11	2	1	-2	11
58	Cc1noc(C)c1S(=O)(=O)Nc1ccc2c(c1)C(=O)N([C@H](C)CO)C[C@@H](C)[C@@H](CN(C)Cc1ccncc1)OCCCC[C@@H](C)O2	-0.1	9	1	16	-2	-1	-4[16.7 µM]	0
59	Cc1c(NC(=O)CNCc2ccc3c(c2)OCO3)c(=O)n(-c2ccccc2)n1C	-0.2	-1	-1	-4	2	2	5	9
60	CCc1sc(C(=O)NCCCN2CCCC2=O)cc1Br	x	-5	2	11	0	0	-1	-19

Retrieved one by one from above, two records:
#	smiles	E-selectin induc	PGC1a acetyl inh	PglD DTNB	RAD52 inh	Cneo AK release	ERAP1 inh	miR-122 sensor	RAD54 branch
49	CN1C(=O)c2cc(NC(=O)Cc3ccccc3)ccc2OC[C@H]2O[C@@H](CC(=O)NC3CCC3)CC[C@H]21	-0.1	-9	0	-3	1	1	-32[16.7 µM]	-8
47	O=C(NC[C@H]1N[C@H](CO)[C@@H]1c1ccc(-c2ccccc2)cc1)C1CCC1	-0.5	7	4	x	2	x	0[16.7 µM]	1
